Screening results as filed in PubChem BioAssay.
PKA-R1A act: activators of PKA-R1A holoenzyme, primary screen, biochemical, fluorescence polarization, Cy5-IP20, bovine R1A, mouse PKAc; PKA-R1A dissociation; scaled: DMSO 0%, 113 µM cGMP 100%; activation, % at 11.4 µM; actives 0.083% (n = 340,000);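 active = percent activation above the mean of all tested compounds plus 3 SD, cut at about 19% in these data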;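 note: higher means more PKAc released from R1A so a rise in polarization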
CDK5 p35 inh: inhibitors of human CDK5/p35 kinase, primary screen, biochemical, single concentration; AID 488839, 2010; actives 0.01% (n = 330,000); Recombinant CDK5/p35, ADP-Glo luminescence, 60 min; inhibition, % at 10 µM;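 active = highest replicate inhibition of at least 50% and at least 75% of replicates reaching 50%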;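 note: plate controls were DMSO neutral control for no effect and GW8510 at 10 µM for full effect; many of its hits are not listed in these tables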
SR-BI DiI inh: inhibitors of SR-BI mediated HDL lipid uptake, primary screen, ldlA[mSR-BI] cells, fluorescence, single point; AID 488896, 2010; inhibition, % at 12.5 µM; ldlA[mSR-BI] CHO cells, DiI-HDL uptake fluorescence, 3 h; actives 0.96% (n = 320,000); Scavenger receptor class B member 1 (Mus musculus), Q61009;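 active = mean replicate inhibition of at least 70% and a set share of replicates each scoring 70 or more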;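 note: 0% = median of neutral control wells and 100% = median of positive control wells; values of inactives mirror those of a sister screen read the other way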
Target sequence (Q61009 whole entry, looked up): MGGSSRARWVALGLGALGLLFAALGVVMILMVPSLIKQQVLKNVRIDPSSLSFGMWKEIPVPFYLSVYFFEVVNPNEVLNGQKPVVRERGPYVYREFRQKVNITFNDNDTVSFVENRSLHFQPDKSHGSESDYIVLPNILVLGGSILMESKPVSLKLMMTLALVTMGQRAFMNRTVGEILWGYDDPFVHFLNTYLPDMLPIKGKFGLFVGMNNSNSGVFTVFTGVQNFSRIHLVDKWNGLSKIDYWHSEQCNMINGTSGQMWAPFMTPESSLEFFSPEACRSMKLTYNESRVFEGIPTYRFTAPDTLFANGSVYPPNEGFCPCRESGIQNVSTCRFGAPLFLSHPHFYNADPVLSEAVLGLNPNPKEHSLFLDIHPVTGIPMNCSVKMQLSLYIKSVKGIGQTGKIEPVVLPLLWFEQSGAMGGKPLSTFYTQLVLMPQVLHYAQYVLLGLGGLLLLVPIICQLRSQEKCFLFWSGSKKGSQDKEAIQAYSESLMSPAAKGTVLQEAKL
Arrestin-AP2 inh: inhibitors of beta-arrestin/AP2 binding, primary screen, biochemical, GPCR trafficking, flow cytometry; FITC-arrestin peptide / GST-AP2 beads; AP2 beta2 appendage carries R879A mutation; actives 0.31% (n = 340,000); inhibition, % at 10 µM; AID 504490, 2011;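 active = inhibition above a set limit, near 3 SD of compounds lacking own fluorescence, cut at about 54% in these data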;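 note: plate controls were DMSO wells for no effect and 5 µM unlabelled arrestin peptide for full effect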
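System: GST-AP2 R879A glutathione beads. Medium: PBS with 0.05% Tween 20 and 0.1% BSA. Also added: FITC-arrestin peptide, 50 nM. Incubation: 12 min plus 1 h, RT. Measured by: high-throughput flow cytometry of beads, ex 488, em 535 nm. Evaluation: percent drop in bead-associated FITC signal.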
Mot1-301 SUMO: yeast Mot1-301 growth rescue at high temperature, primary screen, SUMOylation pathway inhibitor project, S. cerevisiae, ATP luminescence, 38.5C; S. cerevisiae Mot1-301 growth rescue; percent above DMSO median, 100 means doubled; growth rescue, % at 18.8 µM; actives 1% (n = 320,000);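 active = every valid replicate shows activation above 250% relative to neutral control wells; inactive = the rest, any valid replicate at or below 250%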;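 note: OY570 slx delta 5 strain wells were the positive control but not used for scaling; some compounds called inactive have numbers as strong as hits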
PKA-R2B act: activators of PKA-R2B holoenzyme, primary screen, biochemical, fluorescence polarization, Cy5-IP20, human; cAMP-dependent protein kinase catalytic subunit beta (Homo sapiens) + cAMP-dependent …; PKA-R2B holoenzyme dissociation; R2B truncated from residue 108, S112A mutant; 0% DMSO only, 100% 113 µM cGMP; activation, % at 11.4 µM; actives 0.079% (n = 340,000); AID 504700, 2011;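 active = activation above a cutoff set at the mean over all compounds plus 3 SD, cut at about 18% in these data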;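 note: higher means more holoenzyme dissociation and a rise in polarization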
Pemphigus Ab inh: inhibitors of pemphigus antibody binding to DSG3, primary screen, biochemical, bead-based, flow cytometry, scFv-GFP; actives 0.48% (n = 310,000); binding (percent of control), % at 10 µM; DSG3-coupled beads, scFv-anti-DSG3-GFP binding; stronger effect = lower value; AID 588358, 2011;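 active = binding more than 3 SD below its plate's average and above zero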;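 note: hits lower antibody fragment binding to DSG3; some compounds called inactive have numbers as strong as hits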
NSD2 inh: NSD2 histone methyltransferase inhibitors, primary screen, biochemical, AlphaScreen, single concentration, set 2; actives 0.54% (n = 310,000); inhibition, % at 12.5 µM; NSD2 peptide methylation, 120 min; in the data active = inhibition above about 50%
SR-BI DiI-HDL act: activators of SR-BI mediated DiI-HDL uptake, primary screen, ldlA[mSR-BI] CHO cells, DiI fluorescence; actives 0.096% (n = 320,000); activation, % at 12.5 µM; 3 h; 100 = double the neutral-control signal;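 active = mean replicate activation of at least 60% and every replicate at or above 60%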;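 note: 0% = median plate neutral-control signal and 100% = twice that signal; values of inactives mirror those of a sister screen read the other way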
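System: LDL receptor-deficient CHO ldlA cells overexpressing murine SR-BI | Timing: 3 h uptake period with compound, 37 °C | Medium: HEPES-buffered (25 mM, pH 7.4) F12 plus 0.5% BSA | Dosing: Single-point compound dose | Signal: Bottom-read fluorescence, 550/595 nm | Read-out: Retained DiI signal reflecting DiI-HDL uptake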
dFosB activator: activators of delta FosB homodimer, primary screen, biochemical, fluorescence polarization, TAMRA-CDK5 oligo, single point | Protein FosB (Mus musculus), P13346 | purified delta FosB; percent of positive-control signal above neutral wells | activation, % at 25 µM | actives 0.99% (n = 340,000) | AID 493131, 2011;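 active = mean activation above about 17%, with every replicate also reaching it, limit read from the data, passing the limit was not always enough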;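 note: fluorescence polarization rise as delta FosB binds a TAMRA Cdk5 AP-1 oligo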
Target sequence (P13346 whole entry, looked up): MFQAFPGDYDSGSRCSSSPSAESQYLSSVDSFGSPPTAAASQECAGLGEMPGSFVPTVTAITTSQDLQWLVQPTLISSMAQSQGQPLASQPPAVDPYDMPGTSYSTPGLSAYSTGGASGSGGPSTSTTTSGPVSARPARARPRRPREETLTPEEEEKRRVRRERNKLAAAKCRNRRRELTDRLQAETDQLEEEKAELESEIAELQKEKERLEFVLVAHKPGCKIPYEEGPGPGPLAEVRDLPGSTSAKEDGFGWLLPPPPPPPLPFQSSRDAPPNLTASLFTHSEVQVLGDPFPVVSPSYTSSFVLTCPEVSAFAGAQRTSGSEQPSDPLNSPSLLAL
MITF TRPM1 HTS: activators of MITF-driven TRPM1 promoter reporter, primary screen, cell-based, SK-MEL-5, luciferase, single point; activation, % at 12.5 µM; AID 588334, 2011; SK-MEL-5 TRPM1-promoter luciferase, 24 h; % of positive control, neutral wells = 0; actives 0.75% (n = 300,000);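 active = mean activation of at least 80% with every replicate also reaching 80%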;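 note: 0% = neutral control wells and 100% = parthenolide positive control wells; values of inactives mirror those of a sister screen read the other way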
* hit, by the source's call; . = not tested or not shown.

Sequence of screens: PKA-R1A act	CDK5 p35 inh	SR-BI DiI inh	Arrestin-AP2 inh	Mot1-301 SUMO	PKA-R2B act	Pemphigus Ab inh	NSD2 inh	SR-BI DiI-HDL act	dFosB activator	MITF TRPM1 HTS
- CC1CCN(CCn2c(=S)[nH]c3ccccc3c2=O)CC1
  3	-4.0	4	0	0	-3	124	-1	-4	9	.
- CS(=O)(=O)N(CC(=O)O)c1cc(C(F)(F)F)ccc1Cl
  -6	1.2	-19	5	6	7	109	.	19	7	-2
- CCC(Sc1ncccc1C(=O)O)C(=O)N1CCOCC1 (configuration not stated)
  -2	-0.7	27	8	63	1	112	-2	-27	-5	11
- CCN(CC)CCN1C(=O)C2C(C(=O)Nc3cc(C)cc(C)c3)C3C=CC2(O3)C1C(=O)NC1CCCCC1 (configuration not stated)
  4	-2.0	.	24	209	5	113	15	.	-3	1
- CC1CN(CCc2ccccc2)C(C)C/C1=N/O (configuration not stated)
  -12	1.2	4	4	6	5	105	-2	-4	5	.
- COc1ccc(NC(=O)CSc2n[nH]c(CNc3cccc(C)c3)n2)cc1
  -4	1.0	.	4	-20	10	108	3	.	-13	4
- COc1ccc(NC(=O)CCCn2c(=S)[nH]c3ccccc3c2=O)cc1
  -4	-1.2	-27	2	4	1	88	.	27	10	11
- CC(NC(=O)c1ccco1)C(=O)N1CCN(c2cccc(Cl)c2)CC1 (configuration not stated)
  -5	-1.6	-15	26	42	5	.	0	15	3	4
- COc1nnc(-c2ccc(C(=O)N3C[C@@H]4C[C@H](C3)c3cccc(=O)n3C4)cc2)c2ccccc12
  -3	-0.1	-5	3	.	1	104	-1	5	2	0
- CS(=O)(=O)N(CC(=O)NC1CC1)C1CCCCC1
  -4	0.5	0	5	-12	-3	.	-1	0	6	0
- CC(C)(C)NC(=O)Cn1nnc(-c2ccc(OCc3c(F)cccc3Cl)cc2)n1
  0	-0.4	1	1	31	7	97	-1	-1	-1	1
- CCOC(=O)C1CCCN(c2ccc(NC(=O)c3snc4c(=O)[nH]cnc34)cc2)C1 (configuration not stated)
  6	1.0	44	-3	-7	-1	93	1	-44	-11	13
- Cc1ccc(CN2CCN(c3ccccc3)CC2)o1
  1	-4.3	9	8	29	-4	113	5	-9	-3	.
- CCCCSc1nnc([C@H](CC(C)C)NC(=O)OC(C)(C)C)o1
  -6	-0.9	-15	-8	-9	0	.	-6	15	-16	.
- CCCCCCn1nc(C(=O)Nc2nc3c(s2)CCCC3)c2ccccc2c1=O
  -9	0.6	-5	-26	-8	-9	124	0	5	-4	-5
- CCN1CCN(c2c(/C=C3\SC(=S)N(Cc4ccco4)C3=O)c(C)c(C#N)c(=O)n2C)CC1
  -1	-0.5	0	-11	-26	-6	132	1	0	56*	-2
- Cc1cccc2cc(C#N)c(N3CCOCC3)nc12
  -14	1.7	3	-3	-19	-14	104	-16	-3	0	6
- CCCn1c(SCC(=O)Nc2ccccc2CC)nnc1C(C)C
  6	-1.0	-11	8	-7	14	99	1	11	-3	2
- O=C(c1cc([N+](=O)[O-])cc([N+](=O)[O-])c1)N1CCN(Cc2ccc3c(c2)OCO3)CC1
  -5	-0.5	12	-16	-15	-1	101	8	-12	-9	-39
- N#CCCN1CCN(S(=O)(=O)c2ccc(S(=O)(=O)NC3CC3)cc2)CC1
  1	0.5	-5	0	99	-10	104	.	5	-10	3
- O=[N+]([O-])c1cccc(-c2csc(N/N=C/c3cccc(O)c3)n2)c1
  -17	-0.7	101*	17	2	-6	102	-1	-101	-8	36
- Cc1onc(-c2ccccc2)c1C(=O)N1CCN(c2ccc([N+](=O)[O-])cc2)CC1
  13	1.7	-3	-7	-16	-1	110	.	3	2	6
- COc1ccccc1CNC(=O)CSc1nnc2ccc(-c3cccnc3)nn12
  -4	-2.5	0	9	-16	-10	101	3	0	-7	12
- CN(c1ccc(C(=O)NCc2ccccn2)cc1)S(=O)(=O)c1ccc(Cl)cc1
  8	-0.5	14	25	-2	9	98	-3	-14	-10	13
- CC1(C)CC(=O)C(C2C3=C(CC(C)(C)CC3=O)OC3=C2C(=O)CC(C)(C)C3)=C(O)C1
  3	-0.2	.	-4	-8	10	.	-4	.	-3	.
- Fc1ccc(NC(=S)Nc2ccccc2OC(F)F)cc1Cl
  -4	-0.2	-19	4	0	-13	.	-4	19	-1	3
- COCCOC(=O)C1=C(C)Nc2ncnn2C1c1ccco1 (configuration not stated)
  12	0.2	-11	9	37	2	.	-1	11	-6	-6
- COc1cccc2c(N/N=C/c3ccco3)cc(C)nc12
  -5	-0.3	4	-2	-18	-2	101	3	-4	0	36
- COc1cc2c(cc1NC(=O)COC(=O)[C@@H](NS(=O)(=O)c1ccccc1)C(C)C)oc1ccccc12
  -7	0.0	29	-5	4	5	98	-2	-29	-2	8
- COc1ccc(-c2nc(CN3CCCCC3c3cccnc3)c(C)o2)c(F)c1 (configuration not stated)
  -10	1.1	17	9	3	1	145	-3	-17	-4	-7
- Cc1ccnc(NC(c2ccccn2)c2c(C)[nH]c3ccccc23)c1 (configuration not stated)
  -7	-1.5	-10	36	-11	2	97	2	10	-5	-5
- COc1ccc(/C=N/NC(=O)c2ccccc2[N+](=O)[O-])cc1CN1CCc2cc(OC)c(OC)cc2C1C (configuration not stated)
  3	0.3	24	-12	-3	-4	110	5	-24	1	-3
- Cc1nc2sc(-c3ccccc3)cc2c(=O)n1/N=C/N(C)C
  0	-0.3	4	-2	-5	-1	96	-1	-4	-15	27
- O=C(OCc1nnc(-c2ccccc2)o1)c1ccc(CO)cc1
  -3	4.4	5	-3	-11	-8	101	-5	-5	-5	3
- CCOC(=O)c1cccc(Nc2nc(C)cc(C)n2)c1
  -4	-6.9	-36	2	-12	-6	106	-1	36	-7	64
- CC1CN(C(=O)C(c2ccccc2)c2ccccc2)CC(C)O1 (configuration not stated)
  11	0.4	-18	13	-31	3	97	-2	18	-4	-11
- C=CCSc1nc2sc(C)c(C)c2c(=O)n1N
  0	-1.1	-10	-2	3	7	95	-1	10	-6	-15
- COc1ccc(S(=O)(=O)N2CCOC2CNC(=O)C(=O)NCCc2ccc(OC)c(OC)c2)cc1C (configuration not stated)
  4	-0.1	-2	.	52	-7	98	0	2	-12	-3
- CCCCNC(=S)N1CCN(c2ccccc2Cl)CC1
  5	-1.4	-10	-12	138	2	95	0	10	-6	6
- CC(=O)c1ccc(N2CCN(C(=O)CCNC(=O)Cn3ccc4ccccc4c3=O)CC2)cc1
  -8	-0.4	-5	3	126	-3	.	48	5	-8	1
- Cc1ccc(C(=O)Nc2sc3c(c2C(=O)O)CCC(C)C3)o1 (configuration not stated)
  -6	-0.4	0	-5	7	-4	99	2	0	-3	37
- COc1cccc(OC)c1C(=O)N1CCN=C1SCc1cccnc1
  -5	0.8	-2	-6	0	-6	87	-47	2	0	15
- Fc1ccc(/C=N/Nc2ncnc3nc[nH]c23)cc1F
  6	14	2	-3	-4	4	104	.	-2	-6	75
- CCOC(=O)C1=C(C)N=C2SC=C(C)N2C1c1ccc(OC)cc1 (configuration not stated)
  -4	-3.1	-4	-9	.	1	109	.	4	-4	-11

Molecules from the list above containing a halogen (8):
Sequence of screens: PKA-R1A act	CDK5 p35 inh	SR-BI DiI inh	Arrestin-AP2 inh	Mot1-301 SUMO	PKA-R2B act	Pemphigus Ab inh	NSD2 inh	SR-BI DiI-HDL act	dFosB activator	MITF TRPM1 HTS
- CS(=O)(=O)N(CC(=O)O)c1cc(C(F)(F)F)ccc1Cl
  -6	1.2	-19	5	6	7	109	.	19	7	-2
- CC(NC(=O)c1ccco1)C(=O)N1CCN(c2cccc(Cl)c2)CC1 (configuration not stated)
  -5	-1.6	-15	26	42	5	.	0	15	3	4
- CC(C)(C)NC(=O)Cn1nnc(-c2ccc(OCc3c(F)cccc3Cl)cc2)n1
  0	-0.4	1	1	31	7	97	-1	-1	-1	1
- CN(c1ccc(C(=O)NCc2ccccn2)cc1)S(=O)(=O)c1ccc(Cl)cc1
  8	-0.5	14	25	-2	9	98	-3	-14	-10	13
- Fc1ccc(NC(=S)Nc2ccccc2OC(F)F)cc1Cl
  -4	-0.2	-19	4	0	-13	.	-4	19	-1	3
- COc1ccc(-c2nc(CN3CCCCC3c3cccnc3)c(C)o2)c(F)c1 (configuration not stated)
  -10	1.1	17	9	3	1	145	-3	-17	-4	-7
- CCCCNC(=S)N1CCN(c2ccccc2Cl)CC1
  5	-1.4	-10	-12	138	2	95	0	10	-6	6
- Fc1ccc(/C=N/Nc2ncnc3nc[nH]c23)cc1F
  6	14	2	-3	-4	4	104	.	-2	-6	75
